Source: PubChem
AMA1 RON2 block – qHTS for Inhibitors of AMA1-RON; Towards Development of Antimalarial Drug Lead: Primary Screen; Plasmodium falciparum AMA1 (3D7) - RON2 peptide interaction; AlphaScreen AMA1-biotinylated RON2 peptide binding; Potency, µM (highest dose often 58.2 µM), for the others: top-dose activity change, negative = inhibition, most hits filed as inhibitors; hit rate 0.2% among 360,000; active means well fitted inhibition curve with a large enough effect; inconclusive means small, poorly fitted or top-dose-only effect; inactive means no such curve, though single readings can be large or run the other way;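 further: potency means the concentration at half of the fitted maximal effect; 0% = vehicle wells and -100% = peptide control; nearly all actives have a fitted effect of over 45% in size; some results filed as inactive show a strong effect at the top dose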
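AMA1 (3D7) with his tag at 25 nM final met compounds first, then biotinylated RON2 peptide at 25 nM; detection used donor plus acceptor beads, 10 µg/mL apiece, read by AlphaScreen after 30 min at room temperature.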
HCMV antiviral – qHTS Assay for inhibitors of the human cytomegalovirus (HCMV); HFF cells, HCMV-luciferase reporter, 72 h; hits give low values; activity change, negative = inhibition, % at 57.5 µM; hit rate 4.5% among 410,000; in the data active means activity change below about -60%; inconclusive means no clear call, values can overlap the other calls; inactive means above about -39%
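Two-dose cell screen: HFF monolayers treated with compounds and infected with luciferase-expressing HCMV at 1 PFU/cell, 72 h at 37C, then lysed for luciferase measurement.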
* marks the source's active call; other numbers are inactive results; u = inconclusive; [ ] = dose if it differs, or a comment. Unless noted, on the % scale 0 is the no-effect control and ±100 the full control effect. The list is partial; the hit share may differ from the screen's.

SMILES	AMA1 RON2 block	HCMV antiviral
OC[C@H]1O[C@@H](c2nc(-c3ccccc3Br)no2)[C@H](O)[C@@H](O)[C@H]1O	16%	-26
CCOC(=O)CCCN(c1[nH]c(C)c(C)c1C#N)S(=O)(=O)c1ccc(C)cc1	-3%	u
CCOC(=O)C1=CCN(S(=O)(=O)c2ccc(Cl)cc2)C1c1cccc(C)c1 (stereo unspecified)	8%	-87*
Cc1cc(C(=O)N2CCCC(CO)(Cc3ccc(F)cc3F)C2)nn1C (stereo unspecified)	-3%	u
O=C(NCCOc1ccc(F)cc1)C1CCC(=O)N(Cc2ccc(Cl)cc2)C1 (stereo unspecified)	7%	7
Cc1cccnc1C(NC(=O)C1CCN(Cc2cn(C)c3ccccc23)CC1)c1ccc(Cl)cc1 (stereo unspecified)	-14%	7
O=C(Nc1cc(S(=O)(=O)N2CCOCC2)ccc1OCC(F)(F)F)C1CCCC1	8%	u
O=C(Nc1ccc(F)c(Cl)c1)c1cc(C2CCCCN2C(=O)c2ccccc2)on1 (stereo unspecified)	0%	1
CC1(Oc2ccc(Cl)cc2)CCN(Cc2ccc(OC(F)(F)F)cc2)C1 (stereo unspecified)	-5%	17
Cc1ccc(NC(=O)NC(=O)COC(=O)c2ccc(O)cc2O)c(C)c1	-2%	1
Cc1cccnc1C(c1ccc(F)cc1)N(C)C(=O)C1CCN(CCOc2ccc(Cl)cc2Cl)CC1 (stereo unspecified)	-14%	-12
CC(=O)c1ccc(OC2(C)CCN(Cc3csc4ccccc34)C2)cc1 (stereo unspecified)	u	u
O=C(Cc1ccccc1F)Nc1cccc(S(=O)(=O)N2CCCCC2)c1	0%	-9
COc1ccccc1N(CC(=O)NCCSCc1ccccc1)S(=O)(=O)c1ccccc1	-11%	-73*
CC(C)NC(=O)C1(C)CCCN1Cc1csc2ccccc12 (stereo unspecified)	-8%	8

15 entries out of the list, arranged by formula weight, rising.
SMILES	AMA1 RON2 block	HCMV antiviral
CC(C)NC(=O)C1(C)CCCN1Cc1csc2ccccc12 (stereo unspecified)	-8%	8
Cc1ccc(NC(=O)NC(=O)COC(=O)c2ccc(O)cc2O)c(C)c1	-2%	1
Cc1cc(C(=O)N2CCCC(CO)(Cc3ccc(F)cc3F)C2)nn1C (stereo unspecified)	-3%	u
CC(=O)c1ccc(OC2(C)CCN(Cc3csc4ccccc34)C2)cc1 (stereo unspecified)	u	u
O=C(Cc1ccccc1F)Nc1cccc(S(=O)(=O)N2CCCCC2)c1	0%	-9
CC1(Oc2ccc(Cl)cc2)CCN(Cc2ccc(OC(F)(F)F)cc2)C1 (stereo unspecified)	-5%	17
OC[C@H]1O[C@@H](c2nc(-c3ccccc3Br)no2)[C@H](O)[C@@H](O)[C@H]1O	16%	-26
CCOC(=O)CCCN(c1[nH]c(C)c(C)c1C#N)S(=O)(=O)c1ccc(C)cc1	-3%	u
O=C(NCCOc1ccc(F)cc1)C1CCC(=O)N(Cc2ccc(Cl)cc2)C1 (stereo unspecified)	7%	7
CCOC(=O)C1=CCN(S(=O)(=O)c2ccc(Cl)cc2)C1c1cccc(C)c1 (stereo unspecified)	8%	-87*
O=C(Nc1ccc(F)c(Cl)c1)c1cc(C2CCCCN2C(=O)c2ccccc2)on1 (stereo unspecified)	0%	1
O=C(Nc1cc(S(=O)(=O)N2CCOCC2)ccc1OCC(F)(F)F)C1CCCC1	8%	u
COc1ccccc1N(CC(=O)NCCSCc1ccccc1)S(=O)(=O)c1ccccc1	-11%	-73*
Cc1cccnc1C(NC(=O)C1CCN(Cc2cn(C)c3ccccc23)CC1)c1ccc(Cl)cc1 (stereo unspecified)	-14%	7
Cc1cccnc1C(c1ccc(F)cc1)N(C)C(=O)C1CCN(CCOc2ccc(Cl)cc2Cl)CC1 (stereo unspecified)	-14%	-12

The list goes on.
SMILES	AMA1 RON2 block	HCMV antiviral
COc1ccc(C=O)c(-c2c(CCO)sc3ccccc23)c1	0%	-3
Nc1ccn([C@@H]2O[C@H](CN=C3NS(=O)(=O)c4ccccc43)[C@@H](O)[C@H]2O)c(=O)n1	-2%	22
O=C(Nc1cccc(C(F)(F)F)c1)c1csc([C@H]2C[C@H](O)[C@@H](CO)O2)n1	0%	32
CCCNC(=O)c1cc(C2CCCCN2S(=O)(=O)c2cccc3cccnc23)on1 (stereo unspecified)	-3%	11
COC(=O)[C@]12CCCCC=C1N(Cc1ccco1)C(=O)[C@H](CC(=O)N1CCOCC1)C2	5%	1
CC(C)(C)c1cc2nc(NCc3cccc(Cl)c3)ccn2n1	7%	5
CCOC(=O)[C@]12CCC=C1N(Cc1ccco1)C(=O)[C@H](CC(=O)NCCC(C)C)C2	16%	48
CCC(=O)N1CCC1(C)C(=O)Nc1cccc2cccnc12 (stereo unspecified)	-2%	40
CCOC(=O)C(C#N)=C1CCC=C(C)C1	-3%	-31
Nc1nc(N)c2cc(Sc3cccc(C(F)(F)F)c3)ccc2n1	-10%	-70*
CCOC(=O)C1(C)CCCN(C(=O)c2c(F)ccc(C)c2F)C1 (stereo unspecified)	8%	-17
Cc1ccc(-c2nc3c(Cl)cc(C(F)(F)F)cn3c2Cc2ccsc2)cc1	-5%	-5
CCCCCCCCN1C(=O)[C@H](CC(=O)NCc2cccc(C(F)(F)F)c2)C[C@@]2(C(=O)OCC)CCC=C12	-13%	19
Cc1csc(-c2nc3ccccc3n2C(C)c2nc3ccccc3[nH]2)c1 (stereo unspecified)	-5%	13
CC(C)Cn1cc(-c2cncc3nccn23)cn1	4%	14
CC1(C(=O)NS(=O)(=O)c2ccc(F)cc2F)CCN1C(=O)CCc1ccccc1 (stereo unspecified)	28%	-12
CC(=O)N1CC2(CC(c3ccc(Cl)cc3Cl)=NO2)CN1c1cccc(Cl)c1 (stereo unspecified)	3%	-22
CCCCn1nnnc1C1(C)CCC(=O)N1Cc1ccc(F)cc1 (stereo unspecified)	-5%	-10
CN(C)CCN1CCN(C2CN(Cc3cn(Cc4ccccc4C(F)(F)F)nn3)S(=O)(=O)C2)CC1 (stereo unspecified)	18%	-33
CC1(C(=O)Nc2ccc3c(c2)OCCO3)CSCC(=O)N1C1CC1 (stereo unspecified)	3%	-2
Cc1ccc(NC2CCCN(C(=O)c3cc(C(C)C)nn3C)C2)cc1C (stereo unspecified)	-4%	25
CC(=O)c1ccc(OCc2nnn(CC(=O)NS(=O)(=O)c3ccc(C)cc3)c2-c2ccccc2)cc1	-11%	u
COC(=O)C[C@H]1C[C@@H]2c3cc(NC(=O)NC4CCCC4)ccc3O[C@@H]2[C@@H](CO)O1	-3%	17
COc1ccc(Br)c(C(=O)N2CCCC2(C)C(=O)NCC(C)C)c1 (stereo unspecified)	5%	-7
COC(=O)[C@@]12C[C@@H](CC(=O)NCc3cccc(C(F)(F)F)c3)C(=O)N(Cc3ccco3)C1=CCC(C)(C)C2	-18%	6
C[C@H](NC(=O)c1ccccc1)C(=O)OCC(=O)Nc1ccc(Cl)cn1	-1%	-2
CN1CCN(C2CN(Cc3ccc([N+](=O)[O-])cc3)S(=O)(=O)C2)CC1 (stereo unspecified)	3%	-5
O=C(NNC(=O)C(c1ccccc1)c1ccccc1)c1ccccc1O	111%[activator]	-33
CC(C)(C)c1ccc(S(=O)(=O)NC(=O)C2(C)CCN2C(=O)Cc2cc(F)ccc2F)cc1 (stereo unspecified)	9%	-15
CCCCNc1c(-c2cccnc2)nc2nc(C)cc(C)n12	-11%	10
CCOC(=O)C1(C)CCN1C(=O)COc1ccccc1 (stereo unspecified)	4%	4
O=C(Nc1ccccc1Cl)c1ccccc1CC(O)(c1ccccc1)c1ccccc1	-1%	21
O=S1(=O)N[C@@H](Cc2ccccc2)COc2ccc(Cl)cc21	-3%	-36
Cc1cc(NC(=O)COC(=O)COc2ccc(Cl)c(C)c2)no1	16%	13
C[C@H](CO)N1C[C@H](C)[C@@H](CN(C)C(=O)c2cnccn2)Oc2ncc(Br)cc2C1=O	-12%	19
Cc1cc(-c2ccc(Br)cc2)n2nc(C)cc2n1	23%	-20
Cc1ccc(CN2CC(N3CCN(C)CC3)CS2(=O)=O)cc1 (stereo unspecified)	13%	-20
CC(C)NC(=O)C1C(c2ccc(C(F)(F)F)cc2)=Nc2ccccc2N1C(=O)c1cc2ccccc2[nH]1 (stereo unspecified)	5%	20
c1ccc(OC2CCCCC2N2CCOCC2)cc1 (stereo unspecified)	3%	-34
O=C(NCc1cccnc1)C1C2C=CC(C2)C1C(=O)Nc1cccc(C(F)(F)F)c1 (stereo unspecified)	-5%	-34
COc1ccc(CSc2n[nH]c(=O)[nH]c2=O)cc1	0%	-6
COc1ccc(CCNC(=O)C(=O)c2cn(CC(=O)N3CCCC3)c3ccccc23)cc1	-3%	23
CCc1cc(-c2nnn(CCC3COCCO3)c2CC)ccc1-c1cn(Cc2ccc3ccccc3c2)nn1 (stereo unspecified)	-8%	-81*
O=[N+]([O-])c1ccc(CN2CC(N3CC=CC3)CS2(=O)=O)cc1 (stereo unspecified)	-3%	4
O[C@H]1CN(Cc2cccs2)[C@@H](c2ccccc2)C[C@@H]1n1cc(C2CC2)nn1	0%	-21
CC(=O)Nc1cc(-c2ccccc2N(C)C)cn2c(-c3ccc(S(C)(=O)=O)cc3)cnc12	-6%	-38
CC(=O)Nc1cccc(Nc2cc(C)nn2C)c1	7%	29
COCCNc1nc(NCc2cnc(C)cn2)c2sccc2n1	55%[activator]	-5
CC(=O)NC(C)(c1ccccc1)c1nc(-c2ccc(N(C)C)cc2)cs1 (stereo unspecified)	u	-9
COc1cccc(-c2cnc3c(NC=O)cc(-c4cccc(C(=O)N(C)C)c4)cn23)c1	15%	-27
COc1cccc(NC(=O)CSCc2nc3sc(C)c(C)c3c(=O)[nH]2)c1	-9%	7
CCOC(=O)C1=CCC(c2ccco2)N(S(=O)(=O)c2ccc(C)cc2)C1 (stereo unspecified)	-17%	10
CCCCCCNc1ccc(C(=O)OCC)cc1	9%	7
CCC1=C(Nc2ccccc2)COC1=O	0%	-11
COc1cccc(C(O)c2nc(/C=C/c3ccc(C(F)(F)F)cc3)cs2)c1 (stereo unspecified)	9%	-62*
CC(=O)c1ccc2c(c1)N(Cc1ccccc1)C(=O)C(C)S2 (stereo unspecified)	-2%	52
CO[C@H](C(=O)N(C)C[C@@H]1OCc2ccccc2-c2c(n(C)c3ccccc23)C(=O)N([C@H](C)CO)C[C@@H]1C)c1ccccc1	8%	9
Cc1cc(OCC(=O)OCC(=O)N(Cc2ccccc2)C(C)(C)C)ccc1Cl	34%[activator]	3
COc1ccc(S(=O)(=O)N2CCC(C(=O)NN3CCCCC3)CC2)cc1	6%	-5
Cc1cn([C@H]2C[C@H](O)[C@@H](CNC(=O)c3ccccn3)O2)c(=O)[nH]c1=O	-3%	-26

Carrying on:
SMILES	AMA1 RON2 block	HCMV antiviral
COc1ccc(C(=O)N2CCCCC2c2cc(C(=O)Nc3ccc(F)c(Cl)c3)no2)cc1 (stereo unspecified)	14%	8
CCc1nc2ccc(C(=O)NCCCN3CCCC3=O)cn2c1N(CCC(C)C)CCN(C)C	21%	0
Cc1ccc(N(Cc2ccccc2)C(=O)CSC(C)C(=O)Nc2cc(C)on2)cc1 (stereo unspecified)	4%	-64*
COc1ccccc1-c1cnc(C(O)c2cccc(CN3CCCCC3)c2)[nH]1 (stereo unspecified)	-4%	-38
CCCCN1C(=O)C(CC(=O)NCCc2ccccn2)CC(C(=O)N(CC)CC)=C1C (stereo unspecified)	0%	-17
COc1ccc(C(=O)C(=O)N2CCC(Cc3ccccc3)CC2)cc1OC	14%	u
CCOc1cc(OCC)cc(C(=O)N2CCC[C@H]2C(=O)N2CCC[C@H]2C(=O)N(C)Cc2ccccc2)c1	-8%	10
C[C@H](CO)N1C[C@H](C)[C@H](CN(C)C(=O)Nc2ccc(C(F)(F)F)cc2)Oc2ncc(Br)cc2C1=O	9%	2
O=C(Nc1ccc(Cc2ccc(NC(=O)Nc3cccnc3)cc2)cc1)Nc1cccnc1	-1%	-25
COCC1CCN(C(=O)c2cc(COc3ccc(OC)cc3Cl)on2)C1 (stereo unspecified)	-10%	21
Cc1cc2c(cc1C)-n1nnnc1C(N(C)Cc1ccccc1)C(=O)N2 (stereo unspecified)	-9%	-10
CCCCNC(=O)C1c2ccccc2OCC(=O)N1Cc1ccccn1 (stereo unspecified)	54%[activator]	-18
O=C(O)c1cccc(NC(=O)c2ccccc2NC(=O)c2cccs2)c1	-14%	23
CN1CCCN(c2cc(-c3ccc4ccccc4c3)nc3ccnn23)CC1	u	-91*
NC(Cc1ccccc1)c1csc(Nc2ccc(C(=O)c3ccccc3)cc2)n1 (stereo unspecified)	0%	-23
CCCNC(=O)C1(C)CCCN(C(=O)c2ccc3snnc3c2)C1 (stereo unspecified)	-3%	-5
O=C(NNC(=O)c1cc(S(=O)(=O)N2CCOCC2)ccc1Cl)c1ccc(F)cc1	101%[activator]	18
COc1ccc(C(C)(O)c2nc(-c3ccc(OC)c(OC)c3)cs2)cc1 (stereo unspecified)	4%	4
O=C1CCCN1c1ccc([N+](=O)[O-])cc1	10%	u
O=[N+]([O-])c1ccc(N(CCO)CCO)c2c1no[n+]2[O-]	u	-99*
CCc1cccc(CC)c1NC(=O)C(CC)Sc1nc2ccsc2c(=O)n1CCC(=O)O (stereo unspecified)	-4%	-13
C=CCC1(CC=C)CCCN1C(=O)C1CCC(=O)N(Cc2ccc(Cl)cc2)C1 (stereo unspecified)	20%	-8
CC(=O)Nc1cccc(-c2nc3ccccc3n2C(C(=O)NC(C)(C)C)C2CC2)c1 (stereo unspecified)	21%	14
